# Source: PubChem BioAssay (several laboratories)
# CHT inh = inhibitors of human choline transporter CHT; AID 488975; hit rate 0.86% among 310,000; B-score at 10 µM; Q9GZV3; CHT-expressing cells, membrane potential dye, choline response; hits give low values;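 active means B-score over 3 SD under the library average, and starting fluorescence ratio not unusually high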;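 further: choline stimulus applied at its EC90 after an EC20 pre-addition; B-score computed on integrated fluorescence ratio after choline addition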
# Target sequence (Q9GZV3 whole entry, looked up): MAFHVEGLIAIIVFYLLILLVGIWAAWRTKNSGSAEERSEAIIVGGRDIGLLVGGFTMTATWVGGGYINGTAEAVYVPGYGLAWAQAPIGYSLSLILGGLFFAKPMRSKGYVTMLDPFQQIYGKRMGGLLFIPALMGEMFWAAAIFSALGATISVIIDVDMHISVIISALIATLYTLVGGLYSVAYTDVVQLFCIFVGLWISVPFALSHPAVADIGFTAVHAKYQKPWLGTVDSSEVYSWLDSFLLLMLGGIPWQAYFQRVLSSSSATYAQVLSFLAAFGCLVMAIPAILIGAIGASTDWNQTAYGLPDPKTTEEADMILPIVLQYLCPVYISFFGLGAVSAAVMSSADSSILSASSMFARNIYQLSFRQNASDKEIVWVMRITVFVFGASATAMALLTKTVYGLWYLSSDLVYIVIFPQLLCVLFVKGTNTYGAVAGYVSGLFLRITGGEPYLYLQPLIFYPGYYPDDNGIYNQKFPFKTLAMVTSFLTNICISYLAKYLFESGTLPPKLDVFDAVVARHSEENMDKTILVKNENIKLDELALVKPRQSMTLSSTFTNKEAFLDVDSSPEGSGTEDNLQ
# CHT PAM = human CHT allosteric activation; Q9GZV3; CHT-expressing cells, membrane potential dye, choline EC20; hits give high values; LV-AA mutant CHT in HEK293 cells; B-score at 10 µM; hit rate 0.49% among 310,000; AID 488977;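 active means initial fluorescence not abnormally high and integrated response B-score, plate-corrected, over 3 SD above library mean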
# STK33 kinase inh = blocks human STK33 kinase activity. inhibition, % at 10 µM. purified STK33, MBP phosphorylation, ADP-Glo luminescence. hit rate 0.073% among 320,000;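 active means inhibition at or above 25%, using the most active replicate where run in duplicate; inactive means inhibition below 25%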
# Target sequence (Q9BYT3 whole entry, looked up): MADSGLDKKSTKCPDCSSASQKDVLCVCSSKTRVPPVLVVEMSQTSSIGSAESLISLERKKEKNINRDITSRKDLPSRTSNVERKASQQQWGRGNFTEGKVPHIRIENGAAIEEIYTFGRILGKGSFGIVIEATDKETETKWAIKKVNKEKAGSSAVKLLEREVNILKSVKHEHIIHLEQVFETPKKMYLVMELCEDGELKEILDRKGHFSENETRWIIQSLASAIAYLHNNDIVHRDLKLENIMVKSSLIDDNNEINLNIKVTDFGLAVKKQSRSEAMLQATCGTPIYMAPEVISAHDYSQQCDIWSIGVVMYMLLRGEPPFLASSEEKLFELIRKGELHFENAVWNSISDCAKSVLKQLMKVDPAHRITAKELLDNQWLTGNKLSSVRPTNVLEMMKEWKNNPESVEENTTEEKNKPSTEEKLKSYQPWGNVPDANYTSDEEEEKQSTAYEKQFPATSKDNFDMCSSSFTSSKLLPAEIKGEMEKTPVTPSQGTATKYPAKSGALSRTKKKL
# The depositor's hits bear a star; i = inactive; · = not tested or not shown; & = joins results of further samples. Rows were taken by chance; 1.5% or so of the library scored in one or more.
# Screens in order – CHT inh, CHT PAM, STK33 kinase inh
(1) Cc1oc2c(C)c3oc(=O)c(CCC(=O)NCCCN4CCOCC4)c(C)c3cc2c1C
→ i, i, -0.6
(2) CCO/C=C1/C(=O)N(c2ccc(OC)cc2)C(=O)c2ccccc21
→ i, i, -1.4
(3) Cc1ccc(C(=O)Nc2ccc3c(c2)CCC3)cc1S(=O)(=O)N1CCOCC1
→ i, i, 0.0
(4) COc1cccc([C@H](O)Cn2cc(-c3ccc(CON=C(C)C)cc3)nn2)c1
→ i, i, 0.6
(5) CCOc1cc(N2CCOCC2)c(OCC)cc1NC(=O)c1ccc(C)s1
→ i, i, -1.1
(6) CCn1c(=O)n(CC)c2cc(N)ccc21
→ i, i, -1.1
(7) Cc1nc(SCc2ccc(Cl)c(Cl)c2)ncc1C(=O)O
→ i, i, 0.0
(8) O=C(NCCc1ccccn1)c1ccc(COc2ccccc2)o1
→ i, i, -2.0
(9) COc1ccc(C=O)c(OC)c1
→ i, i, 0.4
(10) Cc1nnc(SCC(=O)Nc2cccnc2Cl)s1
→ i, i, -1.0
(11) COC(=O)C1C(c2ccccc2)C(C(=O)O)C1c1ccccc1 (stereo not given)
→ i, i, -0.5
(12) CN=C(c1ccc([N+](=O)[O-])cc1)N1CCCCC1
→ i, i, -1.1
(13) Cc1ccc(Cl)cc1NC(=O)COC(=O)C1CCCC1
→ i, i, -0.6
(14) CCn1c(SCC(=O)Nc2nc(C)c(C)s2)nnc1-c1cccs1
→ i, i, -0.6
(15) CSCC[C@H](N)C(=O)N1CCC(C(=O)N[C@H](C)C(=O)NC(C)c2ccccc2)CC1 (stereo not given in full)
→ i, i, 4.1

# Six compounds already listed, ordered by SMILES length, low to high.
# Screens in order – CHT inh, CHT PAM, STK33 kinase inh
(6) CCn1c(=O)n(CC)c2cc(N)ccc21
→ i, i, -1.1
(10) Cc1nnc(SCC(=O)Nc2cccnc2Cl)s1
→ i, i, -1.0
(7) Cc1nc(SCc2ccc(Cl)c(Cl)c2)ncc1C(=O)O
→ i, i, 0.0
(2) CCO/C=C1/C(=O)N(c2ccc(OC)cc2)C(=O)c2ccccc21
→ i, i, -1.4
(4) COc1cccc([C@H](O)Cn2cc(-c3ccc(CON=C(C)C)cc3)nn2)c1
→ i, i, 0.6
(1) Cc1oc2c(C)c3oc(=O)c(CCC(=O)NCCCN4CCOCC4)c(C)c3cc2c1C
→ i, i, -0.6

# Further results.
# Screens in order – CHT inh, CHT PAM, STK33 kinase inh
(16) O=Cc1cn(-c2ccccc2)nc1-c1cc2cc(O)ccc2oc1=O
→ i, i, 0.7
(17) Cc1csc2ncc(C(=O)Nc3ccon3)c(=O)n12
→ i, i, -1.4
(18) COCCN(C(=O)COC(=O)Cc1c[nH]c2ccccc12)c1c(N)n(Cc2ccccc2)c(=O)[nH]c1=O
→ i, i, -0.1
(19) COC(=O)C1=C(C(=O)OC)[C@@H]2N(Cc3ccccc3)c3ccccc3[C@@]23C[C@@H](C(=O)OC)N(C(=O)NC(C)(C)C)C3=N1
→ i, i, 1.5
(20) O=C(CS(=O)(=O)Cc1ccccc1)NCCc1ccc(F)cc1
→ i, i, -2.1
(21) Cc1nc(Cl)sc1C(=O)Nc1ccc(C(C)(C)C)cc1
→ i, i, -0.2
(22) CCN(CC)S(=O)(=O)c1cccc(C(=O)NCCCn2ccnc2)c1
→ i, i, -0.7
(23) COc1ccccc1Nc1nc(N2CCOCC2)nc(N2CCOCC2)n1
→ i, i, 0.0&0.6
(24) Cc1cc(C)c(NC(=O)NC(=O)c2cccc(F)c2)c(C)n1
→ i, i, -0.1
(25) Cc1cc(C)c2oc(C(=O)NCc3ccccc3)cc(=O)c2c1
→ i, i, 1.2
(26) C=C(C)CN1C(=O)c2ccccc2C1=O
→ i, i, -0.8
(27) O=C(CSc1nnc(-c2ccco2)n1CC1CCCO1)c1ccc(F)cc1 (stereo not given)
→ i, i, -1.9
(28) COc1ccc(C(C(=O)NC2CCCC2)N(C(=O)c2ccco2)c2ccc3c(c2)OCO3)cc1OC (stereo not given)
→ i, i, 0.8
(29) O=C(/C=C/c1cc2c(cc1Br)OCO2)NCc1ccc(Cl)cc1
→ i, i, 0.0
(30) COCCCNC(=S)N1CCN(C(=O)C(=O)Nc2ccc(C(=O)OC)cc2)CC1
→ i, i, -1.1
(31) O=C(O)COc1ccccc1/C=N/NC(=O)c1cc(-c2ccc(F)cc2)nc2ccccc12
→ i, i, -0.9
(32) Cn1c(=O)n(C)c2cc(/C=C(/C#N)C(=O)NCc3ccco3)ccc21
→ i, i, 0.3
(33) Cc1cccc(CN2CCc3c([nH]c4ccccc34)C2CC(C)C)n1 (stereo not given)
→ i, i, -0.3
(34) Cc1cc(C(=O)N2CCC(C(=O)O)CC2)c(C)o1
→ i, i, -1.4
(35) COC(=O)NNC(=S)Nc1cc(OC)ccc1OC
→ i, i, -0.1
(36) CN(CC(=O)Nn1cnnc1)S(=O)(=O)c1ccccc1
→ i, i, -0.2
(37) COc1ccc(C(=O)NCc2nnc(SCC(=O)c3ccc(F)cc3)n2C)cc1OC
→ i, i, -0.5
(38) COc1cc(C(=O)OCC(=O)NCc2ccc(F)cc2)cc(NC(=O)c2cccs2)c1OC
→ i, i, 4.0
(39) O=C(Cn1cccc1C(=O)c1ccccc1)NCCCN1CCOCC1
→ i, i, -0.4
(40) Cc1c(NC(=O)C(C)OC(=O)c2ccc(NC(=O)CC#N)cc2)c(=O)n(-c2ccccc2)n1C (stereo not given)
→ i, i, -0.9
(41) CCOC(=O)c1cn(-c2ccccc2)nc1-c1ccncc1
→ i, i, 0.0
(42) COc1ccc(OC)c(CNC(=O)Cc2c(C(=O)O)[nH]c3ccc(Cl)cc23)c1
→ i, i, -0.8
(43) CN1CCC(=C2c3ccccc3C=Cc3ccccc32)CC1
→ i, i, 0.9
(44) Cc1ccccc1C(=O)c1cccn1CC(=O)N1CCCCCC1
→ i, i, -0.9
(45) CCc1cccc(C)c1NC(=O)CSc1nnc(CCCOc2ccc(Cl)cc2Cl)n1C
→ i, i, -0.7

# Next records.
No.	mol	CHT inh	CHT PAM	STK33 kinase inh
46	O=C(NNc1nc2cc3c(cc2s1)OCO3)c1ccc(F)cc1	i	i	-0.7
47	Cc1cccc(NC(=O)Cc2noc3ccccc23)c1C	i	i	-1.2
48	CCN(Cc1ccccc1)S(=O)(=O)c1ccc(C(=O)N(CCCN(C)C)c2nc3ccc(F)cc3s2)cc1	i	i	-1.6
49	CCOC(=O)c1ccc(Oc2ccc(C(F)(F)F)cn2)cc1	i	i	-0.4
50	O=C(Cn1nc(Cc2cccnc2)c2ccccc2c1=O)Nc1cccnc1Cl	i	i	-0.5
51	CCS(=O)(=O)c1nc(S(=O)(=O)c2ccc(Cl)cc2)c(NCc2ccccn2)s1	i	i	-1.3
52	CCCc1nc(SCC(=O)NCC2CCCO2)c2c(=O)n(C)c(=O)n(C)c2n1 (stereo not given)	i	i	0.6
53	CCN(CC)C(=O)CSc1nc(O)c(Cc2ccc(OC)cc2)c(=O)[nH]1	i	i	-0.8
54	O=c1cc(O)c2sc(Nc3ccc(F)cc3)nc2[nH]1	i	i	0.5
55	CC(=O)Nc1ccc(NC(=O)CSc2nnnn2-c2ccc(F)cc2)cc1	i	i	5.2
56	CNC(=O)Nc1nnc(C(C)(C)C)s1	i	i	-0.9
57	CCN(CC)CC(=O)Nc1ccc([N+](=O)[O-])cc1	i	i	0.2
58	C=CCCCCCCCCC(=O)Nc1c[nH]c(=O)[nH]c1=O	i	i	0.0
59	CC(C)C(NC(=O)c1ccc(C(C)(C)C)cc1)C(=O)NCCc1ccccn1 (stereo not given)	i	i	·
60	CC(C)C(=O)Nc1ccc(-c2csc(-c3ccccc3)n2)cc1	i	i	-0.8
61	CC(=O)c1cccc(CN2CCN(Cc3ccccc3)C(CCO)C2)c1 (stereo not given)	i	i	·
62	COc1ccccc1/C=C/C(=O)NCC(=O)N/N=C/c1cccnc1	i	i	2.1
63	COc1ccc(CN2C(=O)c3cccc4cccc2c34)cc1F	i	i	-0.4
64	CCc1ccc(C2(O)CC(C(F)(F)F)=NN2C(=O)Cc2ccc([N+](=O)[O-])cc2)cc1 (stereo not given)	i	i	-1.2
65	Cc1nn(-c2ccccc2)c2c1C(=O)N(c1ccccc1)C(=O)C(C)(C)C2	i	i	·
66	CC1(C)CC(=O)C=C(NCCN2CCNCC2)C1	i	i	0.2
67	COc1cc(C(=S)N2CCCCC2)ccc1O	i	i	-0.1
68	CNc1oc(-c2ccc(Cl)cc2)nc1P(=O)(c1ccccc1)c1ccccc1	i	i	-4.7
69	COc1ccc(C2N=C(c3ccccc3)C(C)(C)N2O)cc1OC (stereo not given)	i	i	0.3
70	COc1ccc(C(=O)NCC(=O)O)cc1	i	i	-0.1
71	O=C(c1cccc2cccc(O)c12)N1CCCCC1	i	i	-0.4
72	O=C(N/N=C/c1cccs1)c1n[nH]c2c1CCC2	i	i	-0.4
73	CCc1ccccc1NC(=O)CSc1ncn[nH]1	i	i	-0.8
74	CCOc1ccc(CC(=O)Nc2nccs2)cc1	i	i	-0.2
75	O=C(CSc1ncn[nH]1)Nc1ccccc1Sc1ccccc1	i	i	0.3
76	COc1ccc(NC2=NC(=S)N(c3ccccc3C)C23CCCCC3)cc1	i	i	-0.1
77	Cc1ccc(S(=O)(=O)NNC(=O)c2cnn(-c3ccccc3)c2-n2cccc2)cc1	i	i	-1.5
78	Oc1[nH]c2ccccc2c1N=Nc1ccccc1	i	i	1.5
79	Cc1ccc2nc(SCC(=O)NCc3ccc4c(c3)OCO4)nc(=O)n2c1	i	i	-2.4
80	CCNC(=O)CC1C(=O)N(c2ccc(C)cc2)C(=O)N1CCOC (stereo not given)	i	i	-2.3
81	CCC1Oc2ccc(C)cc2N(CC(=O)N(Cc2cccnc2)Cc2ccc(C)o2)C1=O (stereo not given)	i	i	0.2
82	COc1cc(CC(=O)OCC(=O)Nc2cc(S(=O)(=O)N3CCCC3)ccc2Cl)cc(OC)c1OC	i	i	-0.2
83	NC(N)=NS(=O)(=O)c1ccc(NC(=S)NC(=O)/C=C/c2ccc(F)cc2)cc1	i	i	0.4
84	C/C(=N\NC(=O)c1ccc(C)cc1)C1C(=O)c2ccccc2C1=O	i	i	-0.1
85	N#CCCn1cc(/C=C2\NC(=S)N(c3ccccc3)C2=O)c(-c2ccc(-c3ccccc3)cc2)n1	i	i	-1.7
86	O=C(NCCc1ccccc1)c1ccc(NCC2CCCO2)c([N+](=O)[O-])c1 (stereo not given)	i	i	-0.3
87	O=C(O)C1CC=CCC1C(=O)Nc1cccc(Cl)c1 (stereo not given)	i	i	-1.5
88	O=C(O)C(Cc1ccc(O)cc1)N1C(=O)c2c(Cl)c(Cl)c(Cl)c(Cl)c2C1=O (stereo not given)	i	i	-1.1
89	CCOC(=O)c1sc(NC(=O)OC)c(C(=O)OC)c1C	i	i	-2.4
90	N#Cc1c(NC(=O)CSc2ncn[nH]2)sc2c1CCCCC2	i	i	16
91	CCOC(=O)N1CCN(c2ccccc2O)CC1	i	i	-1.9
92	COc1ccc(OC)c(-c2cc(C(=O)N3CCOCC3)no2)c1	i	i	0.5
93	COc1ccc(NC(C)=O)cc1NC(=O)CSc1nnc(C2CCCCC2)n1N	i	i	-0.3
94	CN1CCN(c2ccc(NC(=O)c3ccc(Cl)cc3)cn2)CC1	i	i	1.7
95	O=C(/C=C/c1c(Cl)cccc1Cl)NCc1ccccc1	i	i	0.4
96	COc1ccc(-n2c(NC(=O)c3ccco3)c(C#N)c3nc4ccccc4nc32)cc1	i	i	4.2
97	COc1cc(C)ccc1OCCON1C(=O)CCC1=O	i	i	1.3
98	Cc1sc2ncnc(N3CCC(C(=O)Nc4cc(S(C)(=O)=O)ccc4Cl)CC3)c2c1C	i	i	-1.6
99	COC(=O)c1ccc(NC(=O)C(=O)N2CCN(C(=S)Nc3ccc(OC)cc3)CC2)cc1	i	i	-1.0
100	CCCNC(=O)N1CCN(c2nc(C(C)C)c3c(c2C#N)CC(C)(C)OC3)CC1	i	i	-1.1
101	CC(C)c1ccc(N(CC(=O)NCCSC(C)(C)C)S(C)(=O)=O)cc1	i	i	-2.1
102	O=C(Nc1cc2c(cc1Br)OCCO2)c1ccco1	i	i	2.6
103	COc1ccccc1N(Cc1cc2cccc(C)c2[nH]c1=O)C(=O)C(C)C	i	i	-2.4
104	CCOC(=O)N1CCN(C2CC(=O)N(c3ccc(Cl)c(Cl)c3)C2=O)CC1 (stereo not given)	i	i	2.0
105	COc1cccc(-c2nc(CS(=O)CC(=O)O)c(C)o2)c1 (stereo not given)	i	i	-0.5

# (list continues)
No.	mol	CHT inh	CHT PAM	STK33 kinase inh
106	CCOC(=O)c1nnc2ccnn2c1N	i	i	0.6
107	Nc1cc(=O)[nH]c(SCC(=O)Nc2cc(Cl)ccc2Cl)n1	i	i	-1.2
108	CCOC(=O)COc1c(Cl)cc(C2NC(=S)NC(c3ccccc3)=C2C(C)=O)cc1OCC (stereo not given)	i	i	-1.3
109	COc1cc(OC)cc(C(=O)N[C@H](C(=O)OCC(=O)NC(C)c2ccccc2)C(C)C)c1 (stereo not given in full)	i	i	-1.7
110	CC[N+](CC)(CC)CC(=O)Nc1c(C)cccc1C	i	i	-0.6
111	CC(C)NC(=O)C(=O)NCCN1CCN(C(=O)c2ccc(C(C)(C)C)cc2)CC1	i	i	-0.5
112	COC(=O)c1ccc(COn2nnc3ccccc32)cc1	i	i	-2.3
113	O=C(CCCOc1ccccc1)N1CCN(S(=O)(=O)c2cccc(F)c2)CC1	i	i	-2.7
114	CCOC(=O)c1c(-c2ccco2)csc1NC(=O)COC(=O)c1cnccn1	i	i	1.9
115	Cc1cccc(N2C(=O)c3ccc(C(=O)Nc4cccc(C(=O)O)c4)cc3C2=O)c1	i	i	-3.7
116	COc1ccccc1Nc1ccc(Nc2ccccc2OC)nn1	i	i	-0.6
117	CCOC(=O)N1CCN(C(=O)CCN2C(=O)c3ccccc3S2(=O)=O)CC1	i	i	0.3
